Screening results (PubChem BioAssay)
Peg3 prom inh: inhibitors of Peg3 promoter; HeLa PEG-Prom luciferase reporter, luminescence, overnight; hit rate 1.7% among 360,000; inhibition, % at 20 µM; AID 588405;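 active = inhibition of at least 50% at 20 µM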
hiPSC survival: hiPSC single-cell survival enhancement; AID 602274; survival enhancement, % at 20 µM; hit rate 0.044% among 360,000; ATPlite luminescence; 100% = ROCK inhibitor wells, 0% = DMSO; in the data active = survival enhancement above about 18%;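 also: cells exposed to compounds for 16 hours before the ATP read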
NR2E3 ag-1: agonists of human NR2E3 nuclear receptor; inhibition of corepressor binding, % at 3.98 µM; Q9Y5X4; CHO-S Gal4-NCOR/VP16-NR2E3 two-hybrid, luciferase; hit rate 0.35% among 360,000; AID 602229;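 active = inhibition above the mean of all tested compounds plus 3 SD, cut at about 70% in these data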;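 also: 0% = DMSO with NR2E3 transfected cells and 100% = cells lacking NR2E3 construct; higher means lower luciferase signal from less NR2E3 corepressor binding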
Target sequence (Q9Y5X4 whole entry, looked up, the tested form may be a part): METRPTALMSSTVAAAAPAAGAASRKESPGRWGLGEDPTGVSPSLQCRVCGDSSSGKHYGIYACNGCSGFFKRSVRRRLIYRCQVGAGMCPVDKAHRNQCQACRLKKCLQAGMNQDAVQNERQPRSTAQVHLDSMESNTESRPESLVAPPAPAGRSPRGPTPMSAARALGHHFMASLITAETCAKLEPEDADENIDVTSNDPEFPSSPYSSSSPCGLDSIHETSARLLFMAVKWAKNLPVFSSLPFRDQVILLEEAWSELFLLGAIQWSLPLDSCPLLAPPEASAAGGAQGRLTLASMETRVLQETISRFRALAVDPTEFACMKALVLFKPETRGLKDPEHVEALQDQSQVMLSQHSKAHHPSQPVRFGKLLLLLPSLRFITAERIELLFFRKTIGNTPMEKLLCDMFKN
NR2E3 ag-2: NR2E3 (human) agonism; Q9Y5X4; hit rate 0.12% among 320,000; AID 2300; inhibition of corepressor binding, % at 4.78 µM; GST-NR2E3/biotin-RetCOR TR-FRET, 1536-well;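 active = percent inhibition above the cutoff of mean plus 3 SD of all tested compounds, set per screening campaign, cut at about 20% in these data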;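 also: 0% = DMSO wells and 100% = biotin wells as full block of FRET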
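system = GST-tagged NR2E3 plus biotinylated RetCOR corepressor | input = 1.35 nM GST-NR2E3 | also added = 7 nM biotin-RetCOR | schedule = 5 h incubation at 4 °C | measured by = TR-FRET with europium anti-GST and streptavidin-D2, 340 nm excitation | read-out = percent loss of FRET ratio relative to control wells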
KKLEB tox: reduces viability of KKLEB cystic fibrosis airway cells; hit rate 0.36% among 360,000; activity change (cytotoxicity), % at 5 µM; KKLEB CF airway cells viability, ATPlite luminescence, overnight; hits give low values; cells stimulated with P. aeruginosa culture filtrate;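 active = corrected activity change at or below -50% at 5 µM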
Shn3 inh set2: Schnurri-3 reporter inhibition in Clone20 osteoblasts; Clone20 osteoblast Shn3 3'UTR firefly luciferase, 24 h; AID 588674; hit rate 0.52% among 360,000; inhibition, % at 12.5 µM;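 active = mean inhibition of at least 75% with every replicate also reaching 75%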;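 also: 0% = median of neutral control wells and 100% = pilot-screen positive control compound; some compounds past the cut are filed as inactive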
C8 TRAIL sens: caspase-8 TRAIL sensitization. hit rate 1% among 360,000. inhibition (viability loss, TRAIL sensitization), % at 10 µM. NB7+C8 cells + TRAIL, ATPlite viability luminescence. AID 624354;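 active = compounds causing at least 50% loss of cell viability in the single-dose screen, relative to plate controls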
CF NFkB block: blocks PAF-induced NF-kB reporter in cystic fibrosis cells; inhibition, % at 5 µM; AID 588850; KKLEB NF-kB-GFP reporter, GFP fluorescence overnight; hit rate 0.86% among 360,000;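 active = at least 50% inhibition at 5 µM, scaled per plate between neutral and stimulator controls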;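 also: PAF is a Pseudomonas aeruginosa culture filtrate used as stimulus; plate controls were PAF-stimulated DMSO wells for no effect and unstimulated DMSO wells for full effect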
HIF-2a block: inhibitors of HIF-2a; 786-0 RCC cells HIF-2a reporter, luciferase luminescence, overnight; inhibition, % at 18.8 µM; hit rate 0.72% among 360,000; AID 624352;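 active = inhibition of the luminescence signal of 40% or more relative to plate controls, in a single-dose primary screen at 18.75 µM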
TRPM1 prom inh: reduces MITF-dependent TRPM1 promoter luciferase signal. SK-MEL-5 TRPM1 promoter luciferase, 24 h. inhibition, % at 12.5 µM. hit rate 0.83% among 330,000. AID 488899;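 active = mean inhibition across replicates of 60% or more, whatever share of single replicates reaches that level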; also: values of inactives mirror those of a sister screen read the other way
EBV LMP1 NFkB: Epstein-Barr LMP1 NF-kappaB reporter inhibition. LMP1-induced NF-kappaB luciferase reporter cells, luminescence. inhibition, % at 12.5 µM. hit rate 0.69% among 350,000. AID 504558; in the data active = inhibition above about 41%;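 also: 0% = neutral control wells and 100% = reference inhibitor control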
Active calls of the source: *. A portion of the library, so the mix of outcomes need not match the whole.

How did COc1ccc(CNC(=O)COC(=O)CC2CCCC2)cc1 do in these assays?
Peg3 prom inh: 6; hiPSC survival: -0.3; NR2E3 ag-1: -11; NR2E3 ag-2: 2; KKLEB tox: -3; Shn3 inh set2: -10; C8 TRAIL sens: 17; CF NFkB block: -6; HIF-2a block: 14; TRPM1 prom inh: 14; EBV LMP1 NFkB: -6

Results for C=CCOC(=O)/C(=C\c1ccc(OC)cc1)NC(=O)c1ccco1 ?
Peg3 prom inh: 22; hiPSC survival: 0.2; NR2E3 ag-1: -13; NR2E3 ag-2: 1; KKLEB tox: 8; Shn3 inh set2: -38; C8 TRAIL sens: -19; CF NFkB block: -7; HIF-2a block: 1; TRPM1 prom inh: 1; EBV LMP1 NFkB: -12

Results for C[C@H]1CN([C@@H](C)CO)S(=O)(=O)c2ccc(Br)cc2O[C@H]1CN(C)C(=O)C1CCC1 ?
Peg3 prom inh: 6; hiPSC survival: -2.0; NR2E3 ag-1: -29; KKLEB tox: -8; Shn3 inh set2: -2; C8 TRAIL sens: -15; CF NFkB block: 4; HIF-2a block: 16; EBV LMP1 NFkB: 2

What do the screens show for `CCc1nnc(NC(=O)NCN2C(=O)C3C4C=CC(C4)C3C2=O)s1` (stereo unspecified)?
Peg3 prom inh: -5; hiPSC survival: 1.3; NR2E3 ag-1: -9; NR2E3 ag-2: -6; KKLEB tox: -7; Shn3 inh set2: -20; C8 TRAIL sens: -7; CF NFkB block: -11; HIF-2a block: 5; TRPM1 prom inh: -17; EBV LMP1 NFkB: 5

What do the screens show for `COCCOC(=O)C1=C(C)N(Cc2ccccc2)C(=O)NC1c1ccc(OC)cc1` (stereo unspecified)?
Peg3 prom inh: 8; hiPSC survival: 0.1; NR2E3 ag-1: -8; NR2E3 ag-2: 2; KKLEB tox: 3; Shn3 inh set2: -1; C8 TRAIL sens: -9; CF NFkB block: 1; HIF-2a block: 19; TRPM1 prom inh: 9; EBV LMP1 NFkB: -7

Results for CC1=C(C(=O)N2CCc3ccccc32)C2(CCC(C)CC2)OC1=O (stereo unspecified) ?
Peg3 prom inh: 25; hiPSC survival: -1.5; NR2E3 ag-1: 23; NR2E3 ag-2: 4; KKLEB tox: -11; Shn3 inh set2: 26; C8 TRAIL sens: -6; CF NFkB block: 16; HIF-2a block: 19; TRPM1 prom inh: 28; EBV LMP1 NFkB: 1

Results for Cc1ccc2c(Cl)cc(Cl)c(OCc3c(C)noc3C)c2n1 ?
Peg3 prom inh: 10; hiPSC survival: 3.0; NR2E3 ag-1: -8; NR2E3 ag-2: 2; KKLEB tox: -2; Shn3 inh set2: 2; C8 TRAIL sens: 2; CF NFkB block: -13; HIF-2a block: 14; TRPM1 prom inh: -1; EBV LMP1 NFkB: -5

How did O=C(CCCn1c(=O)[nH]c2cc(Cl)ccc2c1=O)NCCN1CCN(c2ccccc2)CC1 do in these assays?
Peg3 prom inh: 20; hiPSC survival: 0.0; NR2E3 ag-1: -9; NR2E3 ag-2: 1; KKLEB tox: 4; Shn3 inh set2: 14; C8 TRAIL sens: -8; CF NFkB block: -10; HIF-2a block: 16; TRPM1 prom inh: 10; EBV LMP1 NFkB: 7

How did COc1cccc(CNC(=O)Cc2ccc(NC3=NC4CS(=O)(=O)CC4S3)cc2)c1 (stereo unspecified) do in these assays?
Peg3 prom inh: -12; hiPSC survival: 0.3; NR2E3 ag-1: 6; NR2E3 ag-2: -1; KKLEB tox: 1; Shn3 inh set2: -59; C8 TRAIL sens: 9; CF NFkB block: -33; HIF-2a block: 10; EBV LMP1 NFkB: 4

Results for Cc1ccc(NC(=O)[C@H](NC(=O)[C@@H]2Cc3ccccc3CN2)c2ccccc2)cc1C ?
Peg3 prom inh: -49; hiPSC survival: 0.3; NR2E3 ag-1: -7; NR2E3 ag-2: -1; KKLEB tox: -8; Shn3 inh set2: -22; C8 TRAIL sens: 2; CF NFkB block: 10; HIF-2a block: -83; TRPM1 prom inh: -1; EBV LMP1 NFkB: -14

Results for O=C(Nc1ccc(F)cc1F)Nc1ccccc1C(=O)NCCN1CCNC1=O ?
Peg3 prom inh: 9; hiPSC survival: -0.4; NR2E3 ag-1: 1; NR2E3 ag-2: -5; KKLEB tox: -4; Shn3 inh set2: -14; C8 TRAIL sens: -3; CF NFkB block: 7; HIF-2a block: 2

What do the screens show for `COc1ccc(NC(=O)c2nc[nH]c2C(=O)N[C@@H](CC(C)C)C(=O)OC(C)(C)C)cc1`?
Peg3 prom inh: 20; hiPSC survival: 1.8; NR2E3 ag-1: 10; NR2E3 ag-2: -4; KKLEB tox: -18; Shn3 inh set2: -3; C8 TRAIL sens: 35; CF NFkB block: 20; HIF-2a block: 22; TRPM1 prom inh: -4; EBV LMP1 NFkB: -4

Results for CCC(CC)CN1CCC(CN2CCNC(=O)C2=O)CC1 ?
Peg3 prom inh: -3; hiPSC survival: 0.2; NR2E3 ag-1: 2; KKLEB tox: -2; Shn3 inh set2: -3; C8 TRAIL sens: 0; CF NFkB block: -8; HIF-2a block: 14; TRPM1 prom inh: -12; EBV LMP1 NFkB: -10

What do the screens show for `COc1ccc(/C=N/NC(=O)c2c(-c3ccccc3)noc2C)cc1`?
Peg3 prom inh: 13; hiPSC survival: 0.1; NR2E3 ag-1: -18; NR2E3 ag-2: -1; KKLEB tox: 14; Shn3 inh set2: -1; C8 TRAIL sens: 7; CF NFkB block: -8; HIF-2a block: 1; TRPM1 prom inh: -3; EBV LMP1 NFkB: 3

How did CCN(CC)C(=O)Cn1cc(C(=O)C(=O)N2CCN(Cc3ccccc3)CC2)c2ccccc21 do in these assays?
Peg3 prom inh: 14; hiPSC survival: 0.6; NR2E3 ag-1: -26; NR2E3 ag-2: 3; KKLEB tox: -17; Shn3 inh set2: 13; C8 TRAIL sens: 16; CF NFkB block: -10; HIF-2a block: 18; TRPM1 prom inh: -10; EBV LMP1 NFkB: -1

The closing 2 compounds of the part before lead into the next.
What do the screens show for `COc1ccc(/C=N/NC(=O)c2c(-c3ccccc3)noc2C)cc1`?
Peg3 prom inh: 13; hiPSC survival: 0.1; NR2E3 ag-1: -18; NR2E3 ag-2: -1; KKLEB tox: 14; Shn3 inh set2: -1; C8 TRAIL sens: 7; CF NFkB block: -8; HIF-2a block: 1; TRPM1 prom inh: -3; EBV LMP1 NFkB: 3

How did CCN(CC)C(=O)Cn1cc(C(=O)C(=O)N2CCN(Cc3ccccc3)CC2)c2ccccc21 do in these assays?
Peg3 prom inh: 14; hiPSC survival: 0.6; NR2E3 ag-1: -26; NR2E3 ag-2: 3; KKLEB tox: -17; Shn3 inh set2: 13; C8 TRAIL sens: 16; CF NFkB block: -10; HIF-2a block: 18; TRPM1 prom inh: -10; EBV LMP1 NFkB: -1

What do the screens show for `COC(=O)c1cc(CNC(=O)c2ccccc2OCc2c(C)noc2C)ccc1OC`?
Peg3 prom inh: 18; hiPSC survival: 1.3; NR2E3 ag-1: -5; NR2E3 ag-2: 3; KKLEB tox: 14; Shn3 inh set2: 12; C8 TRAIL sens: 14; CF NFkB block: -7; HIF-2a block: 5; TRPM1 prom inh: 16; EBV LMP1 NFkB: -1

Results for CCOC(=O)N1CCN(C(=O)c2ccc(CS(=O)Cc3ccc(C)cc3)o2)CC1 (stereo unspecified) ?
Peg3 prom inh: 1; hiPSC survival: 0.4; NR2E3 ag-1: -7; NR2E3 ag-2: 1; KKLEB tox: -11; Shn3 inh set2: -2; C8 TRAIL sens: -7; CF NFkB block: 7; HIF-2a block: -7; TRPM1 prom inh: 8; EBV LMP1 NFkB: 1

Results for Cc1ccc2c(c1)N(C(=O)CCC(=O)O)CCO2 ?
Peg3 prom inh: 7; hiPSC survival: 2.0; NR2E3 ag-1: -12; NR2E3 ag-2: -5; KKLEB tox: 6; Shn3 inh set2: -9; C8 TRAIL sens: -11; CF NFkB block: 8; HIF-2a block: 12; TRPM1 prom inh: -4; EBV LMP1 NFkB: 3

Results for CCOc1ncccc1C(=O)OCC(=O)NCc1ccc(C(=O)OC)cc1 ?
Peg3 prom inh: 6; hiPSC survival: -0.5; NR2E3 ag-1: 10; KKLEB tox: -17; Shn3 inh set2: -5; C8 TRAIL sens: -16; CF NFkB block: 30; HIF-2a block: 10; EBV LMP1 NFkB: -3

Results for CCCn1c(NCc2ccccn2)nc2ccccc21 ?
Peg3 prom inh: -16; hiPSC survival: 0.5; NR2E3 ag-1: -12; NR2E3 ag-2: 0; KKLEB tox: 5; Shn3 inh set2: -18; C8 TRAIL sens: -2; CF NFkB block: 1; HIF-2a block: -33; TRPM1 prom inh: 0; EBV LMP1 NFkB: 0

What do the screens show for `Clc1ccc(-c2csc(NNC3=NCCCCC3)n2)cc1`?
Peg3 prom inh: -25; hiPSC survival: -2.0; NR2E3 ag-1: -42; NR2E3 ag-2: -1; KKLEB tox: 8; Shn3 inh set2: -47; C8 TRAIL sens: -24; CF NFkB block: -9; HIF-2a block: -85; TRPM1 prom inh: 8; EBV LMP1 NFkB: -4

What do the screens show for `CC(=O)c1c(C)[nH]c(C(=O)OCC(=O)Nc2ccc3[nH]c(=O)[nH]c3c2)c1C`?
Peg3 prom inh: -1; hiPSC survival: -0.5; NR2E3 ag-1: -11; NR2E3 ag-2: -1; KKLEB tox: 1; Shn3 inh set2: -7; C8 TRAIL sens: -1; CF NFkB block: -28; HIF-2a block: 10; TRPM1 prom inh: -6; EBV LMP1 NFkB: 5

How did O=C(Nc1ccc(Cl)c(Cl)c1)Nc1nnc(CSc2ccccc2)s1 do in these assays?
Peg3 prom inh: 42; hiPSC survival: 2.4; NR2E3 ag-1: -3; NR2E3 ag-2: 0; KKLEB tox: -56*; Shn3 inh set2: 58; C8 TRAIL sens: 43; CF NFkB block: 73*; HIF-2a block: 5; TRPM1 prom inh: 30; EBV LMP1 NFkB: 24

How did COc1cccc(CN(CC(=O)NCC2CCCO2)C(=O)CNS(=O)(=O)c2ccccc2)c1 (stereo unspecified) do in these assays?
Peg3 prom inh: 8; hiPSC survival: -0.8; NR2E3 ag-1: 5; NR2E3 ag-2: 4; KKLEB tox: 3; Shn3 inh set2: 14; C8 TRAIL sens: -6; CF NFkB block: -15; HIF-2a block: 7; TRPM1 prom inh: 2; EBV LMP1 NFkB: -2

Results for Cc1cc(C)n2nc(C(=O)OCC(=O)NC3CCCCC3)nc2n1 ?
Peg3 prom inh: 5; hiPSC survival: 2.1; NR2E3 ag-1: -5; NR2E3 ag-2: 0; KKLEB tox: -3; Shn3 inh set2: -17; C8 TRAIL sens: -12; CF NFkB block: -8; HIF-2a block: 3; TRPM1 prom inh: 2; EBV LMP1 NFkB: -8

What do the screens show for `CCCCN1C(=O)C(=O)N(CC(=O)Nc2ccccc2C(C)=O)C1=O`?
Peg3 prom inh: 1; hiPSC survival: 0.3; NR2E3 ag-1: 17; KKLEB tox: -1; Shn3 inh set2: -3; C8 TRAIL sens: -7; CF NFkB block: 6; HIF-2a block: 6; EBV LMP1 NFkB: -2

How did CN(C)S(=O)(=O)n1cc(/C=C(\NC(=O)c2ccccc2F)C(=O)N2CCCCC2)c2ccccc21 do in these assays?
Peg3 prom inh: 14; hiPSC survival: -0.1; NR2E3 ag-1: 13; KKLEB tox: -10; Shn3 inh set2: -20; C8 TRAIL sens: -17; CF NFkB block: -8; HIF-2a block: 16; EBV LMP1 NFkB: 4
